# V1R ag counter = activates human V1a receptor in oxytocin agonist counter-screen | activation, % at 3 µM | CHO-V1R cells, Fluo-8 calcium fluorescence, agonist mode; 0% DMSO, 100% 3 nM vasopressin | actives 0.25% (n = 320,000) | AID 2797;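 active means activation above the mean activation of all tested compounds plus 3 SD, per screening run, cut at about 20% in these data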;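 further: signal is peak over basal fluorescence ratio across a 100 second FLIPR read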
# Target sequence (P37288 whole entry, looked up): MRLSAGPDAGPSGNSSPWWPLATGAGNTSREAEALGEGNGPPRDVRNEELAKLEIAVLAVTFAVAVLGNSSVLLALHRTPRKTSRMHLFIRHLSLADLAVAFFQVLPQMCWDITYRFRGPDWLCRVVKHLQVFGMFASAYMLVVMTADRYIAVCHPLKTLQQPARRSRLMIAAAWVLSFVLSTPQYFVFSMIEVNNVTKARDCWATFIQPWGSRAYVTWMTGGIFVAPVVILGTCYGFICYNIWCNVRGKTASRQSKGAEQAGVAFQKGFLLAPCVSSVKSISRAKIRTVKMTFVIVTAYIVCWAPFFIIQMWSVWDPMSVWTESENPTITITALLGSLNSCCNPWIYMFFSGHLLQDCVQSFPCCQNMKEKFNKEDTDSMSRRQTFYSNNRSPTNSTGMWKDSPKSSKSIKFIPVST
# CHO parental Ca = counter-screen for OX1R antagonists: effect in parental CHO cells; parental CHO-K1, ATP-induced calcium, Fluo-8 fluorescence; inhibition, % at 5.6 µM; actives 0.63% (n = 330,000);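 active means inhibition above that plate's mean sample inhibition plus 3 SD, cut at about 26% in these data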;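 further: 0% = ATP-challenged DMSO wells and 100% = DMSO wells without ATP; some compounds past the cut are filed as inactive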
#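 Test system: parental CHO cells; detection: calcium-sensitive Fluo-8 fluorescence; evaluation: percent inhibition of calcium signal; also added: ATP as calcium-mobilizing challenge; repeats: one well per compound; control set: ATP-challenged DMSO wells low, unchallenged DMSO wells high; compound: single nominal dose of 5.6 µM per compound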
# M1 antag = blocks human M1 muscarinic receptor; P11229; CHO-K1 hM1, Fluo-8 calcium fluorescence, ACh EC80 antagonist; inhibition, % at 3 µM; actives 1.3% (n = 360,000); AID 588852;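 active means percent inhibition above its own plate's cutoff, namely the mean of that plate's compound wells plus 3 SD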;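 further: peak over basal fluorescence ratio during 140 s after agonist addition; 0% = ACh EC80 plus DMSO and 100% = DMSO alone without agonist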
# M1 PAM = human CHRM1 positive allosteric modulation | P11229 | CHO-K1 hM1, Fluo-8 calcium fluorescence, ACh EC20; 0% = ACh EC20, 100% = maximal ACh | activation, % at 3 µM | actives 0.088% (n = 360,000) | AID 588819; in the data active means activation above about 19%, passing the limit was not always enough
# TAAR1 agonist = agonists of human TAAR1. activation, % at 3 µM. Q96RJ0. CHO RD-HGA16 TAAR1, Fluo-8 calcium fluorescence; vehicle wells 0%, saturating PEA agonist 100%. actives 0.99% (n = 360,000);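 active means activation above the mean activation of all test compounds in the run plus 3 SD, cut at about 38% in these data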
# Target sequence (Q96RJ0 whole entry, looked up): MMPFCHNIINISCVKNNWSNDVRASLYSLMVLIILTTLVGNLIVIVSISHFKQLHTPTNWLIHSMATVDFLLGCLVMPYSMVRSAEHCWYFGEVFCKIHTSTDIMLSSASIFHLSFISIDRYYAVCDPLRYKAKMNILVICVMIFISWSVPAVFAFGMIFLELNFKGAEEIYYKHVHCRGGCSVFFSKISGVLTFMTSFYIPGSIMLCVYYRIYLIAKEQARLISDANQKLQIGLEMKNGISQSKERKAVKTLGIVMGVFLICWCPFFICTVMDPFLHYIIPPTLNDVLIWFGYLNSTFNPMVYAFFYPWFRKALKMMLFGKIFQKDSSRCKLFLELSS
#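 Test system: RD-HGA16 (CHO) cells co-expressing Gα16 and hTAAR1; dosing: one-point dosing at 3 µM (nominal); timing: 17-24 h seeding, 75 min 37 °C dye, 30 min RT; signal: kinetic Fluo-8 calcium fluorescence; read-out basis: % activation relative to PEA EC100 response; controls: DMSO and PEA EC100; replicates: n 1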
# M1 ag = agonists of human M1 muscarinic receptor; P11229; CHO-K1 hM1, Fluo-8 calcium fluorescence, agonist mode; 0% DMSO, 100% acetylcholine EC100; activation, % at 3 µM; actives 0.33% (n = 360,000); AID 588814;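 active means activation above the run's mean compound activation plus 3 SD, cut at about 16% in these data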;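 further: peak over basal fluorescence ratio within a 140 s kinetic read after compound addition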
# OXTR potentiator = potentiates the human oxytocin receptor response; activation, % at 3 µM; P30559; actives 0.061% (n = 320,000); AID 2445; CHO-OTR cells, Fluo-8 calcium fluorescence, potentiator mode; 0% = oxytocin EC15, 100% = EC100;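 active means activation above that plate's cutoff, the mean activation of tested compounds plus 3 SD, cut at about 6.6% in these data, passing the limit was not always enough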;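 further: 100% uses oxytocin at 75 nM as the full agonist control; some results filed as inactive read as strong as hits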
#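 Material: human OTR in CHO cells. Compound: 3.0 µM, one dose. Timing: compound 6 min at room temperature before oxytocin, 100 s read. Evaluation: % activation of max/min ratio relative to oxytocin controls. Replication: single well per compound, singlicate. Signal: Fluo-8 calcium dye fluorescence.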
# TAAR1 antagonist = antagonists of human TAAR1; CHO RD-HGA16 TAAR1, Fluo-8 calcium fluorescence, antagonist; actives 1.5% (n = 360,000); Q96RJ0; inhibition, % at 3 µM;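 active means inhibition above a per-plate cutoff, the mean inhibition of test compounds on that plate plus 3 SD, cut at about 49% in these data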;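 further: 0% = DMSO plus EC80 beta-PEA response and 100% = DMSO alone without agonist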
#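 Test system: CHO RD-HGA16 cells bearing hTAAR1 | Reagent: β-PEA, EC80 | Compound dosing: 3 µM, single point | Schedule: Dye loading 75 min at 37 °C, then 30 min room temperature | Signal: Calcium fluorescence with Fluo-8 | Evaluation: Percent inhibition of PEA-evoked calcium signal, max/basal emission ratio | Control set: DMSO-only wells and EC80 β-PEA-stimulated wells | Repeats: Singlicate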
# OXTR agonist = agonists of human oxytocin receptor; actives 0.32% (n = 320,000); CHO-OTR cells, Fluo-8 calcium fluorescence; normalized: DMSO 0%, oxytocin 100%; activation, % at 3 µM;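 active means activation above the mean of all tested compounds plus 3 SD, cutoff set per screening run, cut at about 20% in these data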;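 further: peak over basal fluorescence ratio from a 100 s FLIPR kinetic read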
# An asterisk follows results filed as active; . = not tested or not shown.
SMILES	V1R ag counter	CHO parental Ca	M1 antag	M1 PAM	TAAR1 agonist	M1 ag	OXTR potentiator	TAAR1 antagonist	OXTR agonist
O=C(OCCCCN1C(=O)c2ccccc2C1=O)c1ccc(S(=O)(=O)N2CCCC2)cc1	0.6	-10	18	-2	-1	-1	-2	2	0.2
COC(=O)[C@]1(Cc2ccccc2)N[C@H](CN(C)C(C)=O)[C@@H]2C(=O)N(C)C(=O)[C@@H]21	0.8	-11	3	-6	6	-1	-5	-6	0.9
CN(/N=C/c1cc(Cl)cc(Cl)c1O)c1c(Cl)cccc1[N+](=O)[O-]	0.3	-37	16	-13	-1	-4	-9	-32	-0.3
N#C/C(=C/c1ccc(Br)s1)C(=O)NCCc1c[nH]c2ccccc12	-0.8	-27	-2	1	0	-6	-5	31	0.0
O=c1c2cc(NC(=S)NC3CCN(Cc4ccccc4)CC3)ccc2nc2n1CCCCC2	1.6	-28	-4	-3	3	-8	-1	-4	2.6
CC(CSc1nc2ccccc2s1)Cn1c(N2CCCC2)nc2c1c(=O)[nH]c(=O)n2C (configuration not stated)	-1.4	-19	5	-5	5	-5	5	9	-2.0
COCCNC(=O)C(C)OC(=O)c1nsc(Cl)c1Cl (configuration not stated)	1.7	-5	-15	13	10	0	-7	-26	-0.3
Cc1ccc(C(C)NC(=O)C2CCCO2)cc1C (configuration not stated)	-0.2	-14	0	5	7	-1	-1	-8	1.7
CCOC(=O)Cc1csc(SCC(=O)NC2CCCCC2)n1	0.5	-2	-1	5	5	-7	-9	3	-1.0
CCOC(=O)c1[nH]c(C)c(C(=O)OCC(=O)NCc2ccc(OC)c(OC)c2)c1C	1.9	-16	-19	18	17	-3	-4	-3	-0.5
CC1(C(=O)NCc2ccc(Cl)c(Cl)c2)Oc2ccccc2NC1=O (configuration not stated)	2.5	0	1	3	7	0	-5	-21	1.1
CCCn1c(N)c(C(=O)CN(C)CC(=O)Nc2c(C)cc(C)cc2C)c(=O)[nH]c1=O	.	.	-12	4	0	-3	.	13	.
C/C=C(\C)CN1CCN(c2ccccc2F)CC1	-0.2	-9	-2	3	11	-9	-7	-11	-1.0
CCCCC1=CC2=C(c3ccco3)C(=O)C(C)(OC(=O)c3ccc(OC)cc3)C(=O)C2=CN1CC(C)C (configuration not stated)	-1.5	-32	-8	5	8	-5	7	3	-2.6
C=CCN(C(=O)CCC(=O)Nc1cc(C)on1)C(C(=O)NC1CCCC1)c1ccc(CC)cc1 (configuration not stated)	-0.5	-20	2	-6	-1	-9	-1	-23	-1.2
Cc1ccc(S(=O)(=O)NN=CC2(c3ccccc3)CC2)cc1	.	.	-20	6	2	-3	.	-17	.
CNc1ccc(C(=O)OCC(=O)Nc2ccnn2C(C)C)cc1[N+](=O)[O-]	0.2	-10	4	0	3	-2	0	9	0.5
Cc1cccc(C)c1OCc1cc(C(=O)N2CCC[C@H]2C(N)=O)no1	.	.	0	3	2	-3	.	-23	.
CCOC(=O)CSc1nc2cc3c(cc2cc1C)OCO3	-1.1	-27	-15	15	-3	-13	-15	12	-2.6
COc1ccc(CCNC(=O)CCC(=O)Nc2ccc3nc(N4CCN(C)CC4)cc(C)c3c2)cc1OC	-0.9	-1	12	-4	8	-3	7	-6	1.1
COc1cc(SC)ccc1C(=O)Nc1ncc(C)s1	-1.4	-17	-9	8	16	-4	-4	-29	-0.8
O=C(c1cccc(S(=O)(=O)NCc2ccc3c(c2)OCO3)c1)N1CCCC1	0.0	-9	-6	5	6	-3	1	-3	0.5
O=C(NCCN1CCCC1)c1ccc(Cl)cc1	1.0	-16	4	1	5	-7	-8	-1	-0.5
COc1ccc(C(=O)Nc2cc(=O)n(C)c(=O)n2C)cc1	1.4	3	-5	5	2	-1	-5	-15	0.2
Cc1cc(NCCCN2CCOCC2)n2ncc(-c3ccc(Cl)cc3)c2n1	0.7	-5	-10	10	3	-5	-3	-3	0.2
CCN(C[C@H]1N[C@@](CC)(C(=O)OC)[C@H]2C(=O)N(Cc3ccccc3)C(=O)[C@@H]12)S(=O)(=O)c1ccc(OC(F)(F)F)cc1	2.0	-32	13	-10	1	-9	-6	25	-0.4
CCOc1ccccc1N1CCN(C(=O)[C@@H]2CCCN2C2=NS(=O)(=O)c3ccccc32)CC1	1.4	-19	-6	2	6	-4	-6	1	-0.6
CC(OC(=O)c1cccc(-n2cnnn2)c1)C(=O)Nc1cccc(Cl)c1 (configuration not stated)	1.4	-5	-7	1	2	-5	-6	6	0.9
O=C(NN1C(=O)c2ccccc2NC1c1ccccn1)c1ccc(Br)cc1 (configuration not stated)	-0.6	-10	-8	7	-1	-2	4	-2	-1.1
COc1ccc(C(O)C(CN2CCOCC2)c2ccccc2)cc1F (configuration not stated)	0.0	-11	-18	14	7	-3	-8	-5	0.2
CCOc1ccc(CNC(=O)CCS(=O)(=O)Cc2cccc(Cl)c2)cc1OC	0.1	-26	-6	3	0	-3	-6	-17	-2.0
Cc1ccc(C(=O)OCC(=O)NCc2cccs2)cc1	2.4	-9	2	5	1	-5	-3	0	-0.7
COC(=O)c1ccc(-c2noc(CN(C)CCC3CCCCO3)n2)cc1 (configuration not stated)	3.7	3	-6	3	3	-3	-12	-11	1.8
CCOC(=O)N1CCN(C(=O)c2ccc(S(=O)(=O)NCc3ccco3)cc2)CC1	1.4	-1	2	4	-1	-4	-17	3	-0.1
Cc1ccccc1NC(=O)C(C)OC(=O)C1CCCO1 (configuration not stated)	.	.	-13	5	2	-1	.	-9	.
COc1ccc(CNC(=O)C(C)N2C(=O)NC(c3ccccc3)(c3ccccc3)C2=O)cc1 (configuration not stated)	1.3	-33	5	-4	19	-1	-6	-1	-0.1
O=C(CSc1ccc(-c2ccco2)nn1)NCc1ccc(Cl)cc1	-2.1	-22	-12	10	2	-6	5	-4	-2.9
COc1ccc(S(=O)(=O)NC2CCSc3ccccc32)cc1NC(C)=O (configuration not stated)	2.2	-15	-7	2	6	-1	-9	6	1.4
Cn1c(SCC(=O)NCc2ccc3c(c2)OCO3)ncc(C(=O)Nc2ccc(F)cc2)c1=O	-1.2	-7	-2	4	-1	-2	-5	7	-0.1
O=S(=O)(Nc1cccnc1)c1ccc2c(c1)OCCO2	0.5	4	8	-4	12	-6	-7	-1	1.1

# Three compounds out of the list above, ordered by the number in M1 ag, rising.
Structure | M1 antag | M1 PAM | M1 ag | OXTR potentiator | TAAR1 antagonist
O=c1c2cc(NC(=S)NC3CCN(Cc4ccccc4)CC3)ccc2nc2n1CCCCC2 | -4 | -3 | -8 | -1 | -4
O=S(=O)(Nc1cccnc1)c1ccc2c(c1)OCCO2 | 8 | -4 | -6 | -7 | -1
CCOc1ccc(CNC(=O)CCS(=O)(=O)Cc2cccc(Cl)c2)cc1OC | -6 | 3 | -3 | -6 | -17

# Continuation:
SMILES	V1R ag counter	CHO parental Ca	M1 antag	M1 PAM	TAAR1 agonist	M1 ag	OXTR potentiator	TAAR1 antagonist	OXTR agonist
CCOc1ccccc1-n1nnnc1SC(C)C(=O)OC (configuration not stated)	0.0	2	-2	3	0	2	-2	-19	-0.5
CCCCOCCCNC1=NCCCCC1	0.6	7	1	0	11	-5	-3	6	-0.6
O=C(Nc1ccccc1C(=O)NCc1ccccc1)c1ccccc1Br	0.1	-27	9	-7	5	-7	-12	35	-1.8
CCOCCCNC(=S)Nc1ccc(Br)cc1Cl	-0.8	-18	-12	6	5	-3	5	-27	1.0
Cc1cc(=O)oc2cc(OCc3ccc(C(=O)OCC(=O)Nc4ccc(N(C)C)cc4)cc3)ccc12	.	.	-9	14	2	-8	.	-10	.
CCC1=NN(C(=O)CCc2ccc3c(c2)OCO3)C(O)(C(F)(F)F)C1 (configuration not stated)	2.0	-5	5	-3	0	-8	-10	-12	-1.1
CSc1nc(Sc2cccc(Cl)c2)c2ccccc2n1	1.4	-14	-9	8	4	-3	-9	-27	0.7
CC1CCC(NC(=O)Cn2cnc3sccc3c2=O)CC1 (configuration not stated)	-0.1	-6	-1	3	5	-3	-2	13	-0.5
CC(=O)Nc1ccc(/C(C)=N/Nc2nc(N3CCOCC3)nc(N3CCOCC3)n2)cc1	-0.2	-16	4	-9	2	-4	-9	-4	-0.4
OC[C@@H]1CN(Cc2ccc(Cl)cc2)C[C@H](n2cnc3c(N4CCOCC4)ncnc32)O1	.	.	-17	9	4	-1	.	-24	.
OCC1CCCCN1CC(O)COC(c1ccc(F)cc1)c1ccc(F)cc1 (configuration not stated)	2.4	-17	-13	0	1	-8	-10	-16	0.3
Cc1cc(OC(C)C(=O)NCCc2c[nH]c3ccccc23)c2c(C)cc(=O)oc2c1 (configuration not stated)	-0.5	-15	-5	-5	6	-4	-7	25	4.4
Nc1nc(-c2cccs2)c(-c2cccs2)s1	1.7	-11	-14	14	-1	-3	-11	-13	0.4
COc1ccccc1NC(=O)C/C(C)=N/NC(=O)C12CC3CC(CC(C3)C1)C2	-1.0	-19	-2	3	9	-3	-12	-11	-2.5
CCN(CC)C(=O)[C@H]1CC(CC(=O)NCc2ccc(OC)c(OC)c2)C(=O)N2CCc3c([nH]c4ccc(OC)cc34)[C@]12C (some centres not stated)	.	-18	-6	1	0	-6	.	-3	.
CCN1CCN(c2nc(-c3ccc(F)cc3)cc(=O)[nH]2)CC1	0.8	-6	-8	10	4	-2	4	-5	1.5
CS(=O)(=O)c1ccc(Cl)c(C(=O)NCC2CCCCC2)c1	0.4	-13	-6	4	-1	-7	0	-6	-0.7
CC1(CCc2ccccc2)NC(=O)NC1=O (configuration not stated)	.	.	4	-5	0	-2	.	2	.
O=C(Nc1ccccc1)c1ccc2snnc2c1	-0.4	-3	-6	10	0	-7	-9	10	-1.2
COc1ccc(N2C(=O)c3ccc(C(=O)Nc4ccccc4O)cc3C2=O)cc1	3.3	-2	-9	14	1	3	-11	5	2.5
CCOC(=O)c1ccc(S(=O)(=O)N2CCN(C)CC2)cc1	1.0	-6	2	13	4	-5	-5	-15	0.5
Cc1nnc(NC(=O)CSc2ncn(-c3ccccc3)n2)s1	-0.4	-3	-2	7	2	-3	-4	-5	0.5

# Screening results: PubChem, The Scripps Research Institute Molecular Screening Center
